Source: PubChem
TSHR antag – antagonists of human thyroid stimulating hormone receptor. TSHR-expressing cells, TSH-stimulated cAMP HTRF, 2 h; active compounds read low. 330,000 compounds, 0.2% hits. activity change, negative = inhibition, % at 11.5 µM. P16473;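 active means activity change below a set negative limit, meaning inhibition stronger than a set level, cut at about -70% in these data; inconclusive means activity change between two set negative limits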; further: on the % scale 0 is the no-effect control and ±100 the full control effect
Target sequence (P16473 whole entry, looked up): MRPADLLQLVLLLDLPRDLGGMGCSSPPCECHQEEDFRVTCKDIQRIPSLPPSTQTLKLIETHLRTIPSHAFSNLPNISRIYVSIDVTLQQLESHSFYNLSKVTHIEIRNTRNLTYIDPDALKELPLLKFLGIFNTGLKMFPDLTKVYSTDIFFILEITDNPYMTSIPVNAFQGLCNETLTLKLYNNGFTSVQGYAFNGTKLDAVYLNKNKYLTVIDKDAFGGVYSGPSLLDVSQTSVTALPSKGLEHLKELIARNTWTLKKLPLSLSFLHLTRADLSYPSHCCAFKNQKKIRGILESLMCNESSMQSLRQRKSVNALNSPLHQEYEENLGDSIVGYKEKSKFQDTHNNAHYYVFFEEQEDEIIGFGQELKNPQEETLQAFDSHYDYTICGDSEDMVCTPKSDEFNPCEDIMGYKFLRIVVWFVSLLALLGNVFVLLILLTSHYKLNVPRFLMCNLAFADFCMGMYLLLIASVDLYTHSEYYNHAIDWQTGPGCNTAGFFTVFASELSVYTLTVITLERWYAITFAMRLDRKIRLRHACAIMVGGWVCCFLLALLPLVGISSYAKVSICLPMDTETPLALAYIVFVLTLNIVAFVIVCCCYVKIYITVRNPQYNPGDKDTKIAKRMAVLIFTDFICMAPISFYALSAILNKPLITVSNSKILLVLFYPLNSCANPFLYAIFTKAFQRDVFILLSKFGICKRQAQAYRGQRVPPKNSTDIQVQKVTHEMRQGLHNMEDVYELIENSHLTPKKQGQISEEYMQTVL
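Cell-based HTRF cAMP assay; TSHR cells + compound, TSH EC80 (4nM final), 2 h, 37 deg C. Lysis with anti-cAMP cryptate and cAMP-d2, 30 min RT, read 665/620 nm.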
Giardia kill – kills Giardia lamblia; AID 540267; Giardia lamblia trophozoite viability; 340,000 compounds, 0.15% hits; activity change, % at 7.66 µM, hits read low; in the data active means activity change below about -80%; inconclusive means between about -30% and that limit;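 further: parasites exposed to compound for two days anaerobically before the ATP read; on the % scale 0 is the no-effect control and ±100 the full control effect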
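Compounds were tested on trophozoites seeded at 100 cells/well and held 48 hrs at 37 deg C anaerobically. An ATP-based luminescent kit measured the remaining live cells.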
AT treatment – candidate therapy for ataxia-telangiectasia; […] A-T fibroblasts, KAP-1 phosphorylation AlphaLISA; neocarzinostatin DNA damage 30 min before lysis; Potency, µM (top dose mostly 57.5 µM), inactives show top-dose activation, usual class: activators; 320,000 compounds, 0.19% hits; AID 485349; further: potency means the concentration at half of the fitted maximal effect; % of control where 0% means no effect; nearly all actives have a fitted effect of over 45% in size
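ATM-like activity read as KAP-1 phosphorylation via AlphaLISA donor/acceptor antibody pairs after lysis and 6 hr at 25C. Cells were ATM-null patient fibroblasts ([…], hTERT), dosed 60 min, then exposed to the DSB inducer NCS for 30 min.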
TCR activator – activators of T cell receptors; primary human leukocytes, anti-CD3, IL-2 HTRF, 48 h; Potency, µM (top dose mostly 9.22 µM), for inactives: at the highest dose activation of IL-2 secretion, most hits filed as activators; 330,000 tested, under 10 active; further: % of control where 0% means no effect
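IL-2 release read by HTRF sandwich (Eu cryptate donor, d2 acceptor, 665 nm emission) after 48 hr exposure of primary human leukocytes to compound together with anti-CD3 beads in the absence of co-stimulatory signals.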
FBPA coupling cs – inhibits coupling enzyme system, counter-screen for aldolase hits. coupling enzyme system counterscreen, AmpLite Red fluorescence. activity change, negative = inhibition, % at 58.2 µM, hits read low. 290,000 compounds, 0.67% hits; in the data active means activity change below about -30%; further: on the % scale 0 is the no-effect control and ±100 the full control effect
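Compounds tested against the coupling enzymes alone at 57.5 uM final; readout was AmpLite Red fluorescence (525/598 nm) after 20 min at RT.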
KCNH2 WT inh – inhibitors of human wildtype KCNH2 potassium channel | Q12809 | U2OS, BacMam KCNH2, thallium flux FluxOr; active compounds read low | activity change, % at 1.84 µM | 340,000 compounds, 0.37% hits | AID 720551;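 active means maximum activity change below -70%; inconclusive means maximum activity change between -70% and -50%; inactive means maximum activity change above -50%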; further: on the % scale 0 is the no-effect control and ±100 the full control effect
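U2OS cells transduced with wild-type KCNH2 virus are loaded with FluxOr dye for 45 min, and thallium flux is measured in kinetic reads before and after stimulation buffer. Rate constants are normalized to DMSO controls.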
Tb PFK inh – T. brucei PFK enzyme inhibition. O15648. T. brucei PFK, ADP-Glo luminescence. Potency, µM (doses to about 57.5 µM), without a hit: at the top dose activity, negative = inhibition, hits mostly inhibitors. 330,000 compounds, 0.17% hits. AID 485367;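 further: potency means the concentration at half of the fitted maximal effect; 0% = uninhibited 1x PFK enzyme wells and -100% = no-enzyme wells; nearly all actives have a fitted effect of over 60% in size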
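PFK 1.25 nM, F6P 0.5 mM, ATP 0.1 mM, 0.1 M TEA pH 8.0, 5 mM MgCl2, 0.01% Tween20, 0.1% BSA; 45 min RT. ADP-Glo readout. qHTS titration up to 57 uM; curves fitted, compounds curve-classed.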
GALK inhibitor – inhibitors of human galactokinase; Potency, µM (series often up to 57.5 µM), for inactives: at the highest dose activity change, negative = inhibition, most hits filed as inhibitors; P51570; Purified GALK, Kinase-Glo residual ATP luminescence; AID 1868; 270,000 compounds, 0.007% hits; further: potency means the concentration at half of the fitted maximal effect; on the % scale 0 is the no-effect control and ±100 the full control effect
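Kinase-Glo Plus luminescence measured ATP left after a 1 h room-temperature reaction. The reaction used 5 nM GALK, 100 uM galactose and 35 uM ATP at pH 8.0 (20 mM HEPES, 5 mM MgCl2, 60 mM NaCl, 1 mM DTT, 0.01% BSA).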
BCR signal inh – chronic active BCR signaling inhibition; ABC-DLBCL IkBa-CBG/CBR reporter, luminescence ratio, 4 h; Potency, µM (titrated, usually from 46.1 µM), for the others: at the highest dose ratio change, negative = lower green/red ratio, actives largely listed as inhibitors; 340,000 compounds, 0.05% hits; AID 493014; active means well fitted inhibition curve with a large enough effect in the signal ratio, with a control signal flat, not every such curve was filed as active; inconclusive means small, poorly fitted or top-dose-only effect, or effect the other way, or a change in a side signal; the % refers to the signal ratio;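 further: potency means the concentration at half of the fitted maximal effect; plate controls were basal doxycycline-induced cells for no effect and cells given 10 µM MG132 for full effect; MG132 reads +100%, hits lower the ratio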
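TMD8 human ABC-DLBCL cells with doxycycline-inducible IκBα–green luciferase fusion and unfused red luciferase, in 0.5% FBS medium; compounds up to 46 uM, 4 h at 37C. Green/red luminescence ratio, filter-overlap corrected, fitted to concentration-response curves.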
MLL CXXC-DNA inh – blocks binding of human MLL CXXC domain to DNA | AID 2662 | Potency, µM (doses to about 115 µM), without a hit: at the highest dose activity change, negative = inhibition, usual class: inhibitors | Q03164 | 290,000 compounds, 0.037% hits | MLL-CXXC / FITC-HOXA9 DNA fluorescence polarization; active means well fitted inhibition curve with a large enough effect in the polarisation, with a control signal flat, not every such curve was filed as active; inconclusive means small, poorly fitted or top-dose-only effect, or effect the other way, or a change in a side signal; inactive means no such curve, though single readings can be large or run the other way; the % refers to the polarisation; further: potency means the concentration at half of the fitted maximal effect
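Purified MLL-CXXC (added from a 7 uM solution) was preincubated 5 min at ambient with pinned compounds in 50 mM Tris-HCl pH 7.5, 50 mM NaCl, 1 mM DTT, 0.05% BSA. Fluorescein-labeled HOX-A9 DNA (50 nM solution) followed, 30 min, then polarization read.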
* = called active by the depositor; ? = inconclusive; nt = not tested or not shown; [ ] = remark or other dose. Unless noted, the call rests on the fitted dose curve; in most records, active means well fitted curve in the direction sought with a large enough effect; inconclusive means small, poorly fitted or top-dose-only effect, or another doubt; inactive means no such curve, though single readings can be large; an effect the other way counts as inactive or inconclusive. Compounds as they come; any-hit rate near 1.6%.

Screens in order: TSHR antag	Giardia kill	AT treatment	TCR activator	FBPA coupling cs	KCNH2 WT inh	Tb PFK inh	GALK inhibitor	BCR signal inh	MLL CXXC-DNA inh
Cc1cccc(OCC(=O)N2CCCc3ccccc32)c1
 : -4	12	5%[11.5 µM]	1%	-3	-4	3%	1%	?	-9%
CSc1nnc(-c2sc(-c3ccccc3)nc2C)n1C
 : 14	20	-11%	-1%	-1	-26	2%	-2%	28%	-5%
Cc1ccccc1C(=O)Nc1ccc(S(=O)(=O)N2CC(C)OC(C)C2)cc1 (configuration not stated)
 : -3	-4	7%	-5%	1	-8	0%	3%	-1%	-7%
COc1cc(/C=N/NC(=O)CC(=O)NC2CCCCC2)ccc1O
 : -2	4	9%	-3%	1	0	0%	-2%	2%	19%
O=[N+]([O-])c1ccc(-c2cc(-c3ccc(Cl)cc3)n[nH]2)cc1
 : -5	10	1%	-8%	0	-34	?	-1%	?	10%
COC(=O)c1cc(Br)ccc1-c1ccc(/C=N/n2nnnc2N)o1
 : -5	-10	-1%	1%	0	2	-10%	-3%	?	5%
COc1cccc(C2=CC(=O)CC(C)(C)C2)c1OC
 : -12	-17	16%	-3%	nt	-17	-2%	nt	9%	nt
CSCC(=O)NC1CCCc2c1cnn2-c1cc(F)cc(F)c1 (configuration not stated)
 : 14	-10	6%	-3%	-1	4	2%	0%	2%	-1%
COc1ccc(CCNC(=O)COc2ccc(-c3ccc(C#N)cc3)cc2)cc1
 : -3	15	-2%	-6%[46.1 µM]	3	3	-6%	0%	-3%	5%
CCCOC(=O)/C(C(N)=NCc1ccccc1)=C(\O)OCCC
 : -6	-3	3%	4%	-6	-9	18%	1%	-5%	-4%
O=C(C[n+]1cc(-c2ccc(Cl)cc2)n2c1CCC2)Nc1nc(-c2ccc(F)cc2)cs1
 : 1	5	5%	-9%	-1	-10	2%	-4%	?	44%[activator]
C=CCn1c(NC(=O)c2ccc(C)cc2)nc2ccccc21
 : 18	-6	1%	4%	0	-2	-4%	-9%	0%	14%
Cc1oc(-c2ccc(Cl)cc2)nc1CN1CCCC(C(=O)NCc2ccco2)C1 (configuration not stated)
 : 6	-5	-1%	-4%	3	-12	-8%	-3%	3%	-6%
CC(=O)Oc1ccc(-c2ccc(C(=O)Nc3cccc(S(=O)(=O)N4CCOCC4)c3)cc2)cc1
 : -34	-13	0%	1%	-3	-2	-2%	0%	?	3%
COc1ccc(CCNC(=O)C2(c3ccccc3)CC2)cc1
 : 7	14	-4%	-2%	nt	9	2%	-6%	-7%	-20%
CCCCC(O)(c1ccc(OC)cc1)C(CN1CCOCC1)c1ccccc1 (configuration not stated)
 : 2	17	-12%	0%	3	0	0%	4%	2%	-6%
COc1cc(C(=O)N/N=C(\C)Cn2nc([N+](=O)[O-])cc2C)ccc1O
 : -8	1	5%	9%[46.1 µM]	-1	3	0%	-2%	?	-1%
CC(=O)c1ccc(NC(=O)CC2S/C(=N/N=C3CCCCCC3)NC2=O)cc1 (configuration not stated)
 : 5	0	2%	5%	4	-5	-2%	-4%	0%	4%
Cc1cc(=O)[nH]c(SCC(=O)Nc2nonc2C)n1
 : -2	16	0%	0%	-2	-3	0%	1%	-2%	5%
CC(=O)c1ccccc1NC(=O)CSc1n[nH]c(=O)n1C1CC1
 : -1	5	28%	-1%	nt	0	1%	nt	?	nt
C[C@H](NC(=O)C1CCN(S(=O)(=O)c2ccccc2)CC1)C(=O)NCc1ccc(Cl)cc1Cl
 : 5	-11	2%	-2%	nt	5	3%	-7%	?	1%
Cn1cc(C(=O)CCl)c2ccccc21
 : -12	16	-4%[11.5 µM]	-2%	-2	nt	4%	-4%	nt	53%[activator]
CCC(c1nc2ccccc2c(=O)n1-c1nc2ccccc2s1)N1C(=O)c2ccccc2C1=O (configuration not stated)
 : -4	-10	-2%	4%[46.1 µM]	0	12	-2%	nt	?	7%
O=C(c1ccccc1)c1ccc(O)cc1O
 : 3	-10	3%	-2%	-1	17	1%	0%	-16%	?
COc1ccc(Cl)cc1N(C(=O)c1ccco1)C(C(=O)NC1CCCC1)c1ccncc1 (configuration not stated)
 : 6	-1	11%	13%	3	1	-1%	-2%	-1%	0%
COc1cccc(-c2nc(CS(=O)(=O)CC(=O)Nc3ccccc3C)c(C)o2)c1
 : -11	-8	5%	1%	4	-7	1%	-2%	0%	6%
CCCCC1=C(C(=O)OCC)C(C(=O)OCC)Oc2ccccc21 (configuration not stated)
 : 5	-8	2%	2%[46.1 µM]	-1	4	0%	nt	?	nt
CC(=O)NCCc1ccc(C(=O)COC(=O)c2ccco2)cc1
 : 21	-10	0%	2%	nt	4	-2%	nt	0%	nt
O=C(O)c1cc2c([nH]c1=O)CCCC2
 : 6	5	8%	-2%	0	-10	0%	-4%	6%	1%
CC(C)CCNC(=O)CNC(=O)c1cccs1
 : -7	18	nt	5%	-1	12	-5%	1%	-8%	5%
CCCCc1cc(=O)oc2cc(C)cc(OC(C)C(=O)NC(Cc3c[nH]c4ccc(O)cc34)C(=O)O)c12 (configuration not stated)
 : -12	22	11%	-5%	5	-3	-4%	nt	-1%	-10%
CC1CCC(NC(=O)CN2C(=O)NC(C)(C)C2=O)CC1 (configuration not stated)
 : 4	7	-3%	-7%	nt	15	3%	nt	3%	nt
Cn1nc(C(F)(F)F)c2cc(C(=O)Nc3ccc(F)c(Cl)c3)sc21
 : -25	3	12%	-4%	-8	-4	-16%	nt	-1%	-4%
Cc1cc(C)c(NC(=O)c2ccccc2N(C)S(C)(=O)=O)c(C)c1
 : 4	-12	2%	-3%	1	-9	1%	-3%	?	9%
COc1ccc(CNCC(O)COc2ccc(C)cc2[N+](=O)[O-])cc1 (configuration not stated)
 : 12	11	5%	-2%	0	1	2%	nt	-6%	31%[activator]
CCOC(=O)c1c(C)[nH]c(C)c1C(=O)COC(=O)c1cccc(C)c1O
 : 8	3	-1%	-2%[46.1 µM]	0	2	2%	1%	-1%	9%
CCOC(=O)c1sc(NC(C)=O)nc1C
 : -5	-1	3%	0%	2	-20	-6%	1%	-6%	0%
CC[C@@H]1C(c2ccccc2)=NN(c2ccccc2)[C@H]1C(=O)N1CCOC1=O
 : 106	6	12%	8%[46.1 µM]	-6	-11	4%	nt	?	nt
Cc1cc(SCC2=NNC(=O)C2)c(Cl)cc1Cl
 : 0	-22	5%	-2%	4	2	0%	1%	12%	37%[activator]
O=C(Cn1c(=O)oc2ccccc21)N1CCN(S(=O)(=O)c2ccccc2)CC1
 : 4	-5	4%	-6%	nt	-1	0%	nt	3%	nt
CCN(CC(=O)Nc1ccc(OC)cc1)C(=O)Cc1ccc(OC)c(S(=O)(=O)N2CCOCC2)c1
 : -4	-16	-2%	nt	nt	-10	-1%	nt	-3%	nt
Cn1ccc(C(=O)Nc2ccc(Br)cc2Br)n1
 : 35	20	nt	-3%[46.1 µM]	3	-5	2%	1%	?	-13%
O=C(N/N=C/c1cccc([N+](=O)[O-])c1)c1cccc2cc[nH]c12
 : 14	9	-5%	0%	2	-1	2%	1%	-19%	7%
O=C(OCn1nnc2ccccc2c1=O)c1ccc2ccccc2n1
 : -5	-8	3%	-7%	1	-10	0%	5%	0%	-5%
O=C(N/N=C/c1ccc(COc2ccc(Br)cc2)o1)c1ccco1
 : -2	7	-2%	-2%[46.1 µM]	0	-4	-2%	2%	?	-2%
O=C(O)c1cn[nH]c1-n1cnnn1
 : 6	-3	2%	2%	0	-35	2%	5%	-1%	-1%
COc1ccc(C2N(c3ccc(OC)cc3)C(=S)N3CCCN23)cc1 (configuration not stated)
 : 11	-6	0%	1%[46.1 µM]	4	-4	0%	1%	9%	6%
Cc1cccc(NC(=S)N(Cc2ccc(Br)cc2)Cc2ccc(C(=O)O)cc2)c1
 : -9	-11	1%	5%	2	nt	-4%	4%	22%	18%
COc1ccc(C(=O)N2CCN(S(=O)(=O)c3cc(Cl)ccc3OC)CC2)cc1
 : -4	5	9%	18%	-1	9	-3%	0%	-13%	1%
COc1cccc(CNC(=O)CN2C(=O)COc3ccc(S(=O)(=O)N4CCCCC4)cc32)c1
 : 37	27	25%	2%	nt	-4	-7%	7%	4%	4%
COc1ccc(N(CC(=O)NCc2ccc(F)cc2)C(=O)CCC(=O)Nc2ccccn2)cc1
 : 0	-26	6%	5%	1	7	-6%	-2%	-2%	9%
